A3A deaminase – human APOBEC3A DNA deaminase inhibition; P31941; 330,000 compounds, 0.41% hits; inhibition, % at 20 µM; recombinant A3A, FAM/TAMRA ssDNA deamination fluorescence;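 active = at least 40% inhibition at 20 µM here, with at most 30% in a related deaminase screen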;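 note: plate controls were A3A with DMSO for no effect and wells lacking A3A enzyme for full effect; some results filed as inactive read as strong as hits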
NR3A LBD binder – NR3A (human) ligand-binding domain modulation; Tm shift relative to glycine control, % at 25 µM; NR3A LBD differential scanning fluorimetry, Tm shift; 0% = protein alone, 100% = glycine-bound protein; 340,000 compounds, 2.5% hits;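 active = melting temperature shift of at least 10% of the positive control shift, at one fixed dose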
EBI2 antag – antagonists of human EBI2 receptor; P32249; EBI2 beta-arrestin recruitment, luminescence, 7a,25-OHC stimulated; inhibition, % at 5 µM; 360,000 compounds, 0.81% hits; in the data active = inhibition above about 38%;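 note: enzyme fragment complementation signal reports receptor beta-arrestin coupling in cells; 0% = agonist plus DMSO wells and 100% = wells without agonist; some results beyond the cut were filed as inactive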
Target sequence (P32249 whole entry, looked up, the tested form may be a part): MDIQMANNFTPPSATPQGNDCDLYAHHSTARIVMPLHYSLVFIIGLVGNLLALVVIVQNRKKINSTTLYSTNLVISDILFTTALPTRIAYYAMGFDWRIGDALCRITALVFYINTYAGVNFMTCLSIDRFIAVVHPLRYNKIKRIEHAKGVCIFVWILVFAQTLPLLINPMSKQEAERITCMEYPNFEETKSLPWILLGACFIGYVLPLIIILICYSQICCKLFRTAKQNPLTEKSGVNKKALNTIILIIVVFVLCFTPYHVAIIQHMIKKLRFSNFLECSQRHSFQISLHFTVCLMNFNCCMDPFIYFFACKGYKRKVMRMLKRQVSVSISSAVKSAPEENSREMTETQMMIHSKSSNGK
CCR6 antagonist – blocks CCL20-driven beta-arrestin recruitment at human CCR6; CHO-K1 CCR6 PathHunter beta-arrestin, luminescence, CCL20-stimulated; inhibition, % at 20 µM; 340,000 compounds, 0.49% hits; AID 493098;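 active = compounds whose inhibition of the agonist-driven luminescence signal at 20 µM reaches about 50%, limit read from the data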;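 note: cells stimulated with CCL20 at 14 nM final; plate controls were DMSO with CCL20 for no effect and DMSO without agonist for full effect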
A3G deaminase – APOBEC3G (human) deaminase inhibition; Q9HC16; inhibition, % at 20 µM; recombinant A3G, ssDNA deamination FAM/TAMRA fluorescence; 330,000 compounds, 0.28% hits;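 active = inhibition of at least 40% at 20 µM, with no more than 30% in the related APOBEC3A deaminase screen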;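 note: plate controls were DMSO wells with A3G for no effect and wells lacking A3G enzyme for full effect; some compounds called inactive have numbers as strong as hits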
Target sequence (Q9HC16 whole entry, looked up): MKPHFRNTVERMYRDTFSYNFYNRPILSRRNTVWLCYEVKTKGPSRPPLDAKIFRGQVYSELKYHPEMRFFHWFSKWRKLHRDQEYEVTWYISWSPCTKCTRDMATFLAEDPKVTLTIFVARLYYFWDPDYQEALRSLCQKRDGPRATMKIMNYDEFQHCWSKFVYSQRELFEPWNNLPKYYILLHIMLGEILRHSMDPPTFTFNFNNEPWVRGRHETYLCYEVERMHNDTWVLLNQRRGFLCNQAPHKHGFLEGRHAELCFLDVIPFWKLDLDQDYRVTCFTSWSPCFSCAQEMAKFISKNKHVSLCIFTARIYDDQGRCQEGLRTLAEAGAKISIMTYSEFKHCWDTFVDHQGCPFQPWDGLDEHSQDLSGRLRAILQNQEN
CXCR6 inh – CXCR6 (human) receptor inhibition | O00574 | CHO-K1 PathHunter CXCR6 beta-arrestin, luminescence | inhibition, % at 20 µM | 360,000 compounds, 0.36% hits; in the data active = inhibition above about 34%, passing the limit was not always enough;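 note: antagonist mode with CXCL16 agonist at 10 nM final; 0% = 10 nM CXCL16 with DMSO and 100% = unstimulated wells without agonist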
Target sequence (O00574 whole entry, looked up): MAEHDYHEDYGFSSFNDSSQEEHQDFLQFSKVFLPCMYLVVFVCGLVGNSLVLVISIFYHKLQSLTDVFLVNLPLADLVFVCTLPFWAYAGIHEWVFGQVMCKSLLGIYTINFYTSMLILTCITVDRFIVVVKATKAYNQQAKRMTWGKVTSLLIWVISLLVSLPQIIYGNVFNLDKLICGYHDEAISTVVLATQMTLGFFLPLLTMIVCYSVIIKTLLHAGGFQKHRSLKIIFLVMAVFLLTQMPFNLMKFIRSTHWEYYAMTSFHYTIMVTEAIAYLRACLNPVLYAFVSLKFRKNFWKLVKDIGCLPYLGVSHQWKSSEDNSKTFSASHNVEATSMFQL
MPTP block – permeability transition pore inhibition | isolated mouse mitochondria, Ca2+ swelling absorbance, 30 min | inhibition, % at 10 µM | 360,000 compounds, 1.4% hits;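 active = inhibition of 50% or more, scaled per plate between neutral and stimulator controls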;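 note: 0% = DMSO wells given calcium and 100% = 1 mM EGTA wells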
Gli-Sufu antag – antagonists of Gli-Sufu signaling | Sufu-KO-LIGHT fibroblasts, Gli luciferase reporter luminescence | inhibition, % at 5 µM | 340,000 compounds, 0.74% hits | AID 588413;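 active = inhibition above about 55%, limit read from the data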;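 note: 0% = DMSO-treated cells and 100% = wells with medium but no cells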
* marks the source's active call; other numbers are inactive results; · = not tested or not shown.

SMILES	A3A deaminase	NR3A LBD binder	EBI2 antag	CCR6 antagonist	A3G deaminase	CXCR6 inh	MPTP block	Gli-Sufu antag
COc1c(C)cc(C(=O)C2CCCN(S(=O)(=O)c3c(C)noc3C)C2)cc1C (centres undefined)	0.8	1.6	13.4	12.2	-4.7	-3.7	1.7	10.9
CN(C)CCOC(=O)COc1ccc(Cl)cc1	-5.7	-2.5	-2.2	0.1	-6.0	-2.5	1.6	8.9
Cc1n[nH]c(=S)n1/N=C/c1ccccc1	-5.4	-1.5	-1.0	15.1	29.8	-10.5	1.8	-10.1
COc1cccc(-c2ncc3ccccc3c2COC(=O)N2CCOCC2)c1	-5.0	1.1	-5.3	-1.7	-9.0	-4.8	-1.9	13.4
CCn1c(N2CCN(CC(=O)c3ccc(OC)cc3)CC2)nc2ccccc21	·	0.9	2.9	7.5	·	-7.7	0.2	5.5
COc1ccc2cc(S(=O)(=O)N3CCCC(C)C3)ccc2c1 (centres undefined)	-2.5	-0.9	2.2	18.1	-7.0	-0.2	1.3	4.7
O=C(NCCCn1ccnc1)c1cc(-c2ccc3c(c2)OCO3)on1	-2.5	-12.3	-7.8	3.3	-7.0	0.4	-0.5	-4.0
CC(C)CCN(C(=O)C1CSC2(C)CCC(=O)N12)c1c(N)n(Cc2ccccc2)c(=O)[nH]c1=O (centres undefined)	15.4	0.7	-3.6	-7.0	-5.0	1.9	-0.5	4.4
Cn1c(SCc2ccccc2)nnc1-c1ccncc1	8.3	0.3	-11.7	4.8	-1.4	8.2	0.8	-2.2
CCc1cc(=O)oc2cc(OCC(=O)NCCCn3ccnc3)ccc12	-5.8	-0.4	-6.5	3.6	-4.8	-1.2	-0.2	8.4
CC1CCCCC1NC(=O)COC(=O)c1cc(=O)[nH]c2ccccc12 (centres undefined)	-1.8	2.8	-9.4	-4.7	-4.5	-1.6	-2.0	-4.5
CCOC(=O)c1csc(CCNC(=O)c2oc3c(Cl)cc(C)cc3c2C)n1	1.7	0.2	-13.2	24.6	-1.5	9.7	0.1	-3.8
O=S(=O)(Nc1nc(SCc2ccc(Cl)cc2)n[nH]1)c1ccccc1	-1.0	-13.3	2.4	6.5	-3.5	13.6	0.4	6.9
O=C(c1c(F)cccc1F)N1CCN(CCOc2ccccc2)CC1	-1.3	-0.7	-7.9	-4.0	-7.1	3.4	-0.9	2.4
COc1ccc(-c2cc(C(=O)NC3CCCCC3)no2)cc1OC	-1.7	-0.6	-4.5	8.1	-3.0	-0.6	-0.8	17.4
COc1cccc(CN(C)C(=O)c2ccc(S(=O)(=O)Nc3ccccc3F)cc2)c1OC	-2.4	-0.9	0.6	15.1	-6.8	-7.2	1.3	3.7
CC1(C)Cc2c(cnn2-c2ccccc2)C(NC(=O)CCCN2CCCCC2=O)C1 (centres undefined)	-1.7	1.7	-12.2	-1.8	-3.6	-1.3	-0.3	1.4
CC(C)(C)c1ccc(S(=O)(=O)N2CCN(CCC#N)CC2)cc1	-2.9	-1.0	-5.6	-2.3	-7.7	-2.6	-1.5	-2.8
O=C(OCC1CC(c2ccccc2)=NO1)c1ccc(Br)cc1 (centres undefined)	-1.1	0.7	-5.5	16.6	-6.2	11.4	-1.8	4.8
CC(=O)c1nn(-c2ccc(Cl)cc2)cc1C(=O)c1ccccc1	0.9	-0.3	45.9*	-3.6	-6.4	-11.1	1.9	-2.1

6 structures from above, arranged by number of heavy atoms, highest first.
SMILES	A3A deaminase	NR3A LBD binder	EBI2 antag	CCR6 antagonist	A3G deaminase	CXCR6 inh	MPTP block	Gli-Sufu antag
CC(C)CCN(C(=O)C1CSC2(C)CCC(=O)N12)c1c(N)n(Cc2ccccc2)c(=O)[nH]c1=O (centres undefined)	15.4	0.7	-3.6	-7.0	-5.0	1.9	-0.5	4.4
CCOC(=O)c1csc(CCNC(=O)c2oc3c(Cl)cc(C)cc3c2C)n1	1.7	0.2	-13.2	24.6	-1.5	9.7	0.1	-3.8
CC1CCCCC1NC(=O)COC(=O)c1cc(=O)[nH]c2ccccc12 (centres undefined)	-1.8	2.8	-9.4	-4.7	-4.5	-1.6	-2.0	-4.5
O=S(=O)(Nc1nc(SCc2ccc(Cl)cc2)n[nH]1)c1ccccc1	-1.0	-13.3	2.4	6.5	-3.5	13.6	0.4	6.9
COc1ccc2cc(S(=O)(=O)N3CCCC(C)C3)ccc2c1 (centres undefined)	-2.5	-0.9	2.2	18.1	-7.0	-0.2	1.3	4.7
Cn1c(SCc2ccccc2)nnc1-c1ccncc1	8.3	0.3	-11.7	4.8	-1.4	8.2	0.8	-2.2

3 neighbouring entries already listed, for reference:
SMILES	A3A deaminase	NR3A LBD binder	EBI2 antag	CCR6 antagonist	A3G deaminase	CXCR6 inh	MPTP block	Gli-Sufu antag
CC(C)(C)c1ccc(S(=O)(=O)N2CCN(CCC#N)CC2)cc1	-2.9	-1.0	-5.6	-2.3	-7.7	-2.6	-1.5	-2.8
O=C(OCC1CC(c2ccccc2)=NO1)c1ccc(Br)cc1 (centres undefined)	-1.1	0.7	-5.5	16.6	-6.2	11.4	-1.8	4.8
CC(=O)c1nn(-c2ccc(Cl)cc2)cc1C(=O)c1ccccc1	0.9	-0.3	45.9*	-3.6	-6.4	-11.1	1.9	-2.1

Returning to the listing with the 2 entries that preceded the break.
SMILES	A3A deaminase	NR3A LBD binder	EBI2 antag	CCR6 antagonist	A3G deaminase	CXCR6 inh	MPTP block	Gli-Sufu antag
O=C(OCC1CC(c2ccccc2)=NO1)c1ccc(Br)cc1 (centres undefined)	-1.1	0.7	-5.5	16.6	-6.2	11.4	-1.8	4.8
CC(=O)c1nn(-c2ccc(Cl)cc2)cc1C(=O)c1ccccc1	0.9	-0.3	45.9*	-3.6	-6.4	-11.1	1.9	-2.1
CCN(CC)CCn1cnc2c([nH]c3cccc(OC)c32)c1=O	-2.8	-2.1	6.6	-1.9	1.3	1.0	-3.6	-17.7
COc1ccc(-c2nc(SC(CC(=O)NCCO)c3cccs3)n[nH]2)cc1 (centres undefined)	-0.3	1.0	-7.1	1.5	-10.5	-2.4	1.0	2.2
Cc1ccc(-c2ccc(CCC(=O)O)n2NC(N)=S)cc1	-1.4	0.9	0.4	-1.7	-2.3	4.5	-0.3	-0.3
O=C(CSc1nc(-c2ccccc2Cl)ns1)c1ccc(Cl)cc1	-1.7	-28.0	7.4	19.0	-6.9	-0.1	2.5	-9.7
CCCCc1cc(=O)oc2cc(OC3CCCCC3=O)ccc12 (centres undefined)	0.3	0.2	-13.7	14.4	-3.3	0.4	-0.9	34.7
COc1cc(C2(O)CCCCC2C)cc(OC)c1OC (centres undefined)	2.4	0.6	-19.6	-4.6	-8.0	-7.1	7.7	-0.2
OC1(c2cccnc2)CCN(Cc2nnnn2Cc2ccccc2)CC1	2.6	-0.9	-0.6	4.3	-8.5	-8.7	0.3	19.0
CCOc1ccc(OCCC(=O)N2CCc3cc(OC)c(OC)cc3C2)cc1	1.6	1.0	7.9	14.3	6.8	-4.8	2.4	20.2
CCOc1cc(CNCCO)c(Cl)cc1OCC(=O)NCCc1ccccc1	3.3	1.5	7.9	-5.9	-3.5	70.8*	-0.7	1.8
Cc1cccc(N/N=C2/COC(C)(C)CC2=O)c1	-2.4	-1.1	-6.5	9.2	-3.0	-10.3	-0.9	-39.2
Cc1cn(CC2COC(C)(C)O2)c(=O)[nH]c1=O (centres undefined)	12.7	2.4	-3.4	8.2	6.7	-0.4	-8.5	-5.1
O=C(Nc1ccc(OC(F)F)cc1)Nc1cccc(C(F)(F)F)c1	-0.8	38.9*	3.3	17.6	-10.0	-9.4	85.5*	-6.4
Cc1ccc(S(=O)(=O)N(C)C)cc1NC(=O)c1ccc2ccccc2n1	2.7	2.8	11.3	2.5	-4.5	10.7	1.3	-20.9
Cc1onc(-c2c(Cl)cccc2Cl)c1C(O)c1ccccc1 (centres undefined)	-1.0	-1.1	4.2	17.6	-4.8	0.8	-1.0	2.4
O=C(CSc1nc2cc(Cl)ccc2c(=O)n1Cc1ccco1)Nc1ccc(S(=O)(=O)N2CCOCC2)cc1	-5.5	3.1	6.5	1.2	-5.6	-8.4	2.8	10.4
Cc1cc(C)cc(-n2cc[nH]c2=S)c1	-6.8	1.8	0.3	6.8	14.7	-5.9	-1.4	-6.2
Cc1ccc(-n2nc(C(=O)O)c(C)c(C#N)c2=O)cc1Cl	-5.3	-1.2	-7.3	-0.3	-3.0	0.1	1.1	5.1
COc1cc(OC)c2cc(C(=O)N[C@H](C(=O)N3CCC[C@H]3C(=O)O)C(C)C)n(C)c2c1	4.0	-1.1	-1.7	6.9	-4.1	-0.7	1.4	2.9
Cc1cc(=O)oc2cc(OCCSc3nnc(-c4ccccc4)o3)ccc12	-2.6	2.0	-6.0	21.4	-4.9	0.6	-1.9	1.5
COc1ccc(S(=O)(=O)N2CCOCC2)cc1C(=O)NCC(c1ccco1)N1CCCC1 (centres undefined)	1.2	0.5	-11.9	6.3	-2.7	-5.7	-0.8	3.0
COc1ccc(C2=NN(C(=O)CCC(=O)O)C(c3cccs3)C2)cc1 (centres undefined)	-1.0	-0.6	1.0	-0.3	-10.9	-8.4	-0.7	1.5
Cc1cc(C(=O)Nc2cccc3ccccc23)n(-c2ccccc2)n1	-2.0	-0.9	7.2	14.0	-8.2	3.6	4.5	3.1
Cc1ccc(NC(=O)CN2C(=O)CCSc3ccc(S(=O)(=O)N4CCCC4)cc32)cc1	2.4	0.4	-9.4	5.4	-0.3	2.0	-0.9	-15.6
COCCNc1oc(-c2ccco2)nc1S(=O)(=O)c1ccccc1	-1.1	0.3	1.6	6.6	-9.6	3.0	-0.7	-1.3
CC(C)(C)c1cc(CN2CCCC(O)C2)c(O)c(C(C)(C)C)c1 (centres undefined)	-0.2	-5.4	4.9	15.7	-3.6	-0.4	14.3	7.7
COc1ccc(C(CC(=O)Nc2cc([N+](=O)[O-])ccc2OC)c2ccccc2)cc1 (centres undefined)	-1.9	-5.7	41.3	27.2	-9.0	7.8	0.5	31.2
CCCCn1c2c(cc(C(=O)OC)c1=O)C(=O)CCC2	·	1.2	-11.7	-1.2	·	-11.1	-0.2	4.1
CCSC1=C(C#N)C(c2ccccc2OC)CC(=O)N1 (centres undefined)	0.0	0.8	-4.9	11.8	-2.7	5.2	-1.4	0.2
COc1cccc(CSc2nc3ccncc3[nH]2)c1	-0.1	-2.4	-4.4	-9.2	-1.0	-3.6	1.3	-66.7
CCOC(=O)C1=C(C)Nc2ncnn2C1/C=C/c1ccccc1 (centres undefined)	9.3	-0.5	6.8	-0.6	2.5	4.7	-0.8	10.1
CCOC(=O)C(=COC(=O)c1ccccc1)NC(=O)Cc1ccccc1	·	1.8	-11.8	1.5	·	-9.1	-0.7	5.4
CC(C)(O)C#CC#CCN1CCOCC1	-2.9	1.8	-8.9	2.4	-8.7	-8.7	0.1	-2.2
CCCC(NC(=O)CCc1c(C)c2cc3c(-c4ccccc4)coc3cc2oc1=O)C(=O)O (centres undefined)	1.4	0.9	-1.7	1.2	0.8	2.7	0.1	1.7
O=C(CCc1ccncc1)NC1CCCc2c1cnn2-c1cc(F)cc(F)c1 (centres undefined)	-6.7	-1.0	-1.0	20.1	-10.2	-1.0	0.8	5.3
CCOC(=O)c1c(NC(=O)C2CCCCC2)sc2c1CCN(CC)C2	-8.0	1.7	-4.9	15.2	-13.5	3.7	58.4*	9.8
Cc1cccc(OCCCOc2cccc3cccnc23)c1C	0.1	-9.8	24.5	11.1	1.7	0.6	0.7	-4.5
O=C(OCC(=O)N1CCCC1=O)c1cc(S(=O)(=O)N2CCOCC2)ccc1F	-0.3	1.9	-4.1	-15.2	-3.4	-10.6	-2.5	0.5
CCC1CCCCN1C(=O)COC(=O)c1ccc(Br)o1 (centres undefined)	-6.1	0.2	6.6	2.1	-9.3	3.9	-1.8	-10.4
O=C(Nc1ccc(N2CCCCC2)c(Cl)c1)c1ccc(N2CCOCC2)c([N+](=O)[O-])c1	-5.3	-1.1	32.5	14.3	-8.5	10.3	14.0	23.5

Rows were taken by chance, and some 5.8% of all compounds hit somewhere here.
